ALOX12 inh: Primary qHTS assay for inhibitors of human arachidonate 12S-lipoxygenase (ALOX12): Round 2; Polyunsaturated fatty acid lipoxygenase ALOX12 (Homo sapiens), P18054; purified 12hLO, xylenol orange hydroperoxide absorbance; Potency, µM (doses to about 108 µM), for inactives: at the highest dose activity change, negative = inhibition, usual class: inhibitors; 580,000 compounds, 1.1% hits; AID 1671190, 2021; further: on the % scale 0 is the no-effect control and ±100 the full control effect
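Purified human 12hLO (150 nM final) in 25 mM Hepes, 0.01% Triton X-100, pH 7.0 was preincubated 15 min at room temperature with compound. Then 40 uM arachidonic acid was added, 30 min. Hydroperoxide was read by Fe-XO absorbance ratio 573/405 nm.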
TrxR1 inh: qHTS Assay for Inhibitors of Mammalian Selenoprotein Thioredoxin Reductase 1 (TrxR1): qHTS | Thioredoxin reductase 1, cytoplasmic (Rattus norvegicus), O89049 | recombinant rTrxR1, NADPH fluorescence consumption, selenite substrate | Potency, µM (top dose mostly 114 µM), for the others: at the highest dose activity change, negative = inhibition, usual class: inhibitors | 390,000 compounds, 1% hits; further: on the % scale 0 is the no-effect control and ±100 the full control effect; nearly all actives have a fitted effect of over 65% in size
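Rat TrxR1 (90 nM in the dispensed reagent) was pre-reduced with 400 uM NADPH for 5 min at room temperature, then incubated with compound for 15 min. After 400 uM selenite was added, NADPH fluorescence (Ex 340/Em 450 nm) was followed for 8 min.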
Pin1 inhibitor: qHTS Assay to Find Inhibitors of Pin1; Peptidyl-prolyl cis-trans isomerase NIMA-interacting 1 (Homo sapiens), Q13526; AID 504891, 2011; Pin1 FP peptide displacement, HiFluor488, 10 min; 390,000 compounds, 0.009% hits; Potency, µM (doses to about 115 µM), without a hit: at the highest dose activity, negative = inhibition, actives largely listed as inhibitors; active means well fitted inhibition curve with a large enough effect in the polarisation, with a control signal flat, not every such curve was filed as active; inconclusive means small, poorly fitted or top-dose-only effect, or effect the other way, or a change in a side signal; inactive means no such curve, though single readings can be large or run the other way; the % refers to the polarisation; further: on the % scale 0 is the no-effect control and ±100 the full control effect
Target sequence (Q13526 whole entry, looked up): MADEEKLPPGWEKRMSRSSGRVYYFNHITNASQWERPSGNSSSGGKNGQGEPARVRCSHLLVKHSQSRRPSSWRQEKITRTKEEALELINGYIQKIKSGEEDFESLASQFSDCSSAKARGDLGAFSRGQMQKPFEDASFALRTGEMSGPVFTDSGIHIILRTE
GLS inh: qHTS for Inhibitors of Glutaminase (GLS). GLS enzymatic activity, qHTS titration. Potency, µM (highest dose often 45.5 µM), without a hit: at the top dose activity change, negative = inhibition, hits mostly inhibitors. 410,000 compounds, 0.21% hits. AID 624170, 2012; further: on the % scale 0 is the no-effect control and ±100 the full control effect
Target sequence (O94925 whole entry, looked up): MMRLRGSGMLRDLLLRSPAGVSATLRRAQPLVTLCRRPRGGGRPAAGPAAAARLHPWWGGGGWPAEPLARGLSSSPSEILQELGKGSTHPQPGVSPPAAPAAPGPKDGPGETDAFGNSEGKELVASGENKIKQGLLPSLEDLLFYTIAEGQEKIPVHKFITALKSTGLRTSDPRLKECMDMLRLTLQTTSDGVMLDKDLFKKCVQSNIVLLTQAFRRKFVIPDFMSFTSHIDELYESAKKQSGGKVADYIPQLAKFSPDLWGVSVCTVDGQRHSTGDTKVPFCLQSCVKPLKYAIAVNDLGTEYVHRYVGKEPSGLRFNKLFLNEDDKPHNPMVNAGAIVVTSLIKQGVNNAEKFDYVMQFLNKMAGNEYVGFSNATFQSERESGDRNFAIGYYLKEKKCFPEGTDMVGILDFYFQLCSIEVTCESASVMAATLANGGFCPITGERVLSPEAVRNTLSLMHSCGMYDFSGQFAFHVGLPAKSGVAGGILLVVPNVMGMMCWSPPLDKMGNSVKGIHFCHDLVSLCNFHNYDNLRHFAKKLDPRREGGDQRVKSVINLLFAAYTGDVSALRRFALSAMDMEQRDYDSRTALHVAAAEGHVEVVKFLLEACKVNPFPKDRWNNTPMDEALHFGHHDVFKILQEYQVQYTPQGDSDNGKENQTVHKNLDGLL
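Compounds were pin-transferred onto hKGA, after which L-glutamine (1 mM solution) and a detection mix of glutamate oxidase, HRP and Amplex Red were added. Initial and 30 min RT fluorescence reads were collected.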
ERG-DNA inh: qHTS for Small Molecule Inhibitors of the ERG Ets/DNA interaction | Potency, µM (highest dose often 76.9 µM), for the others: top-dose FP activity, negative = inhibition, hits mostly inhibitors | fluorescence polarization, His-ERG Ets domain / labelled DNA | Transcriptional regulator ERG (Homo sapiens), P11308 | 370,000 compounds, 0.028% hits; active means well fitted inhibition curve with a large enough effect in the polarisation, with a control signal flat; inconclusive means small, poorly fitted or top-dose-only effect, or effect the other way, or a change in a side signal; inactive means no such curve, though single readings can be large or run the other way; the % refers to the polarisation;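 further: polarization taken with two DNA probes labelled with fluorescein and Texas red; % of control where 0% means no effect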
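His-tagged ERG Ets domain (1 uM in the protein solution; 300mM KCl, 50mM Tris-HCl, 1mM EDTA, 1mM DTT, pH 7.5) received compound, then a probe mix of 5 nM fluorescein-DNA and 100nM Texas-615-DNA. Fluorescence polarization was read for both dyes.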
RGS4 inhibitor: Inhibitors of Regulator of G Protein Signaling (RGS) 4: qHTS; Potency, µM (highest dose often 114 µM), for the others: at the highest dose activity change, negative = inhibition, hits mostly inhibitors; Regulator of G-protein signaling 4 (Homo sapiens), P49798; 390,000 compounds, 0.039% hits; Transcreener GDP fluorescence polarization, RGS4-accelerated GTP hydrolysis; further: on the % scale 0 is the no-effect control and ±100 the full control effect; nearly all actives have a fitted effect of over 75% in size; some results filed as inactive show a strong effect at the top dose
Target sequence (P49798 whole entry, looked up): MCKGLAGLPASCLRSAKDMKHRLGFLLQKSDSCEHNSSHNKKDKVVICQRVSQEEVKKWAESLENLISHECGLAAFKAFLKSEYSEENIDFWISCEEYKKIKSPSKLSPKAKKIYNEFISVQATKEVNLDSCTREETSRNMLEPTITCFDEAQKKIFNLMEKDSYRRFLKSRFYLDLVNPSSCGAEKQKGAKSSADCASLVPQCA
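MLSMR compounds (23 nl, pin-transferred) preincubated 10 min at room temperature with a 500nM (2x) first reagent, then RGS4 at 900nM (2x) plus Transcreener GDP mix added; fluorescence polarization (620/688 nm) read before and after 90 min at 30 °C.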
HP1b binding inh: HTS for Inhibitors of HP1-beta Chromodomain Interactions with Methylated Histone Tails; Chromobox protein homolog 1 (Homo sapiens), P83916; Potency, µM (titrated, usually from 114 µM), for the others: at the highest dose activity change, negative = inhibition, usual class: inhibitors; 390,000 compounds, 0.56% hits; AlphaScreen HP1-beta / biotin-H3K9me3 peptide binding; AID 540317, 2011; further: nearly all actives have a fitted effect of over 70% in size; inactives centre near 23
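HP1-beta protein (50 nM final) preincubated 30 min at room temperature with biotinylated H3(1-18)K9me3 peptide (50 nM) in PBS pH 7.4, 0.01% Tween-20, then compound added for 30 min. AlphaScreen streptavidin donor/nickel chelate acceptor beads (10 ug/mL final), 30 min dark, luminescence read.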
JMJD2A Tudor inh: qHTS Assay for Inhibitors of JMJD2A-Tudor Domain | Potency, µM (series often up to 114 µM), for inactives: top-dose activity change, negative = inhibition, usual class: inhibitors | Lysine-specific demethylase 4A (Homo sapiens), O75164 | AID 504339, 2011 | AlphaScreen JMJD2A-Tudor / H3K4me3 peptide binding | 390,000 compounds, 4.4% hits; further: on the % scale 0 is the no-effect control and ±100 the full control effect; nearly all actives have a fitted effect of over 50% in size
PGK inhibitor: qHTS Assay to Find Inhibitors of Phosphoglycerate Kinase | Potency, µM (titrated, usually from 57.5 µM), for inactives: at the highest dose activity change, negative = inhibition, actives largely listed as inhibitors | Phosphoglycerate kinase, glycosomal (Trypanosoma brucei brucei), P07378 | 380,000 compounds, 0.043% hits | AID 602233, 2012 | PGK/GAPDH coupled, Kinase-Glo luminescence, 60 min; further: on the % scale 0 is the no-effect control and ±100 the full control effect; nearly all actives have a fitted effect of over 60% in size
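Luminescent ATP detection (Kinase-Glo Plus) follows a 60-minute room-temperature incubation, with wells lacking PGK as controls. Buffer: 100 mM TEA (pH 7.6), 5 mM MgCl2, 0.01% Tween-20. Coupling enzyme GAPDH (100 nM final) supplies unstable 1,3-BPG in-well.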
The depositor's hits bear a star; i = inactive; ? = inconclusive; nt = not tested or not shown; ! = a repeat was not active; [ ] = another dose, or the depositor's remark. Unless noted, the call rests on the fitted dose curve; in most records, active means well fitted curve in the direction sought with a large enough effect; inconclusive means small, poorly fitted or top-dose-only effect, or another doubt; inactive means no such curve, though single readings can be large; an effect the other way counts as inactive or inconclusive. Potency means the concentration at half of the fitted maximal effect.

compound | Pin1 inhibitor | HP1b binding inh | TrxR1 inh | RGS4 inhibitor | PGK inhibitor | ALOX12 inh | ERG-DNA inh | JMJD2A Tudor inh | GLS inh
CC(=O)Nc1ccc(S(=O)(=O)NCCC(=O)OCC(=O)c2cccc(Br)c2)cc1 | 15% | 20% | -5% | -23% | i | -23% | -3% | -13% | -6%
O=C(Cc1nnc(NC(=O)Nc2ccccc2)s1)Nc1ccccc1 | -1% | 42%[activator] | 27% | -8% | -8% | 0% | -4% | 4% | -8%
OCCNc1nc(Nc2ccc(Cl)c(Cl)c2)nc2ccccc12 | 28% | 31% | 44%[activator] | 0% | i | 0% | 7% | ? | -7%
O=C(CN1CCN(c2ccc(F)cc2)CC1)NCc1ccc(Cl)cc1 | -1% | 6% | 16% | -21% | -7% | -12% | 3% | -23% | 15%
CCNC(=S)Nc1ccc(Cc2nc3ccccc3[nH]2)cc1 | 1% | 24% | -27% | 5% | 10% | 8% | 2% | -6% | 9%
Cc1ccc2c(c1)c1c3n2CCN(C(=O)Cn2c(-c4ccccc4)noc2=O)C3CCC1 (stereo unspecified) | 13% | -4% | 14% | -15% | -1% | 0% | 2% | -35% | 7%
Cc1cc(C)c2c(=O)[nH][nH]c2n1 | -25% | 29% | -2%[11.4 µM] | -20% | -4% | -1% | -8% | -6% | 44%[activator]
NC(=O)c1ccccc1OCC(=O)NC12CC3CC(CC(C3)C1)C2 | 5% | 19% | 8%[57.1 µM] | -10% | 1% | -1% | 3% | 7% | -8%

compound | Pin1 inhibitor | HP1b binding inh | TrxR1 inh | RGS4 inhibitor | PGK inhibitor | ALOX12 inh | ERG-DNA inh | JMJD2A Tudor inh | GLS inh
CC1C(=O)C(C)C(c2cc(Br)ccc2O)NC1c1cc(Br)ccc1O (stereo unspecified) | -2% | 41%[activator] | 20% | -4%[56.9 µM] | i | -8% | 0% | ? | 23%
O=C(O)CSCCC(=O)Nc1ccc(F)cc1 | 3% | 43%[activator] | 11% | -19% | i | -2% | 3% | -10% | -3%
Cc1ccsc1CN(C)CC(=O)NCC(=O)Nc1ccc(F)c(F)c1F | 3% | 45%[activator] | 12% | -16% | -3% | 5% | 3% | 3% | 9%
CCCCc1ccc(-n2nnnc2SCC(=O)Nc2cc(OC)c([N+](=O)[O-])cc2C)cc1 | 12% | -17% | -11% | ? | -1% | 7% | 7% | -18%[57.1 µM] | 1%
COc1ccc(N2C(=O)CC(SCC(=O)O)C2=O)cc1 (stereo unspecified) | 1% | 34% | 21% | 1% | 1% | -44% | 0% | -9% | 23%
Cc1nc2ccccc2cc1C(=O)O | 8% | 36%[activator] | -6% | 8% | -2% | 7.9µM*! | 2% | -12% | 6%
Cn1cccc1C(C(=O)NC1CCCCC1)N(C(=O)Cc1cccs1)C1CC1 (stereo unspecified) | -8% | 26% | 2% | 10% | 2% | -1%[57.4 µM] | nt | -11% | 3%
O=S(=O)(Nc1ccc2c(c1)OCCO2)c1ccc2oc3ccccc3c2c1 | 2% | -9% | 21%[57.1 µM] | -13% | 1% | -5% | -1% | -36% | 11%

compound | Pin1 inhibitor | HP1b binding inh | TrxR1 inh | RGS4 inhibitor | PGK inhibitor | ALOX12 inh | ERG-DNA inh | JMJD2A Tudor inh | GLS inh
CCOC(=O)c1c(C)oc2ncnc(NCCCN3CCN(c4cc(C)ccc4C)CC3)c12 | -4% | 2% | 10% | -15% | -12% | 0% | 1% | ? | 8%
CC(=O)Nc1cccc(NC(=O)c2csc(C)c2)c1 | -2% | 25% | 19% | -12% | -5% | 0% | -17% | 2% | -1%
C=C(C)c1cccc(C(C)(C)NC(=O)N2CCN(c3ncccn3)CC2)c1 | 0% | 21% | 7% | 7% | i | i | -14% | -10% | 2%
O=[N+]([O-])c1cccc(S(=O)(=O)NCC2CCCO2)c1 (stereo unspecified) | 11% | 23% | -1% | 11% | -3% | 6% | 7% | -16% | 11%
CN1C(=O)C(C)(C)c2cc(S(=O)(=O)N3CCN(c4cccc(Cl)c4)CC3)ccc21 | -2% | 5% | 12%[57.1 µM] | 0% | -10% | -19% | 14% | ? | 2%
COc1ccc(CNC(=O)CN(C(=O)Cn2nnc(-c3ccccc3F)n2)c2ccc(C)cc2)cc1 | -7% | 32% | 2% | 14% | -9% | 5% | -10% | -14% | 5%
COC(=O)c1c(-c2cccs2)csc1NC(=O)COc1c(C)ccc(C)c1C | -6% | ? | 17% | ? | i | -17% | -5% | 79µM* | -19%
COC(=O)c1ccc(/C=C(\C#N)C(=O)NC(C)c2ccccc2)cc1 (stereo unspecified) | 0% | 12% | 22µM* | -14% | 3% | ? | -1% | -31% | 1%

compound | Pin1 inhibitor | HP1b binding inh | TrxR1 inh | RGS4 inhibitor | PGK inhibitor | ALOX12 inh | ERG-DNA inh | JMJD2A Tudor inh | GLS inh
FC(F)(F)c1ccc(CN2C[C@@H]3C(c4ccccc4)C4(c5cccnc5)CC3(C4)[C@H]2c2ccccc2)cc1 (stereo partly specified) | 22% | 31% | -10% | -11% | 5% | -7% | 6% | -31% | -2%
O=C(/C=C/NNC(=O)c1ccccc1)c1ccccc1 | 2% | 20% | -32% | -13% | i | 412%[activator] | 2% | ? | 16%
O=c1c(-c2nnc(SCc3ccc(Cl)cc3Cl)o2)cccn1Cc1ccccc1 | 15% | 100%[activator] | 62%[activator] | ? | -8% | ? | -6% | 11% | 1%
Cc1noc(C)c1C(=O)Nc1nnc(CC(C)C)s1 | -7% | 35% | 19% | 2% | 1% | ? | 2% | 11% | 0%
CC(C)OCCCNC(=O)CN1CCN(Cc2ccc(Cl)cc2)C1=O | 0% | 4% | 13%[57.1 µM] | 1% | -2% | 64%[activator] | 9% | -5% | -10%
Cc1cc(/C=C(/C#N)C(=O)Nc2ccccc2)c(C)n1-c1cccnc1 | 3% | -8% | -24% | -2% | 1% | -23% | 4% | -17% | 4%
CCOC(=O)C(/C=C(\C#N)C(=O)OCC)=C(/N)N1CCN(c2c(C)cccc2C)CC1 | 3% | 15% | -9% | 2% | -4% | 15% | -12% | -13% | 1%
COc1cc2c(cc1OC)CN(C1CC(=O)N(c3c(C)cccc3C)C1=O)CC2 (stereo unspecified) | -4% | 7% | 11%[57.1 µM] | 9% | -9% | -5% | 5% | -32% | 3%

compound | Pin1 inhibitor | HP1b binding inh | TrxR1 inh | RGS4 inhibitor | PGK inhibitor | ALOX12 inh | ERG-DNA inh | JMJD2A Tudor inh | GLS inh
CCCN1CCN(C(=O)c2cn(CC(C)C)c(=O)c3cc(OC)c(OC)cc23)CC1 | 1% | 0% | -20% | 12% | -4% | 0% | 4% | -10% | -4%
CCOC(=O)COc1coc(CN2CCN(c3cccc(Cl)c3)CC2)cc1=O | 6% | 33% | 45%[activator] | 8% | -3% | -5% | -2% | 5% | -10%
Cc1ccc(Cl)cc1N1CCN(CCCNc2ncnc3onc(-c4ccc(Cl)cc4)c23)CC1 | 0% | 6% | 28% | -3% | -1% | 0% | -2% | -23% | -14%
O=[N+]([O-])c1ccc(C(O)CN=Cc2ccc(O)cc2O)cc1 (stereo unspecified) | 21% | 7% | 5%[57.1 µM] | -23% | 7% | ? | -1% | -25% | 0%
CC(=O)N1CCc2cc(S(=O)(=O)NC(CC(C)C)C(=O)Nc3cc(C)cc(C)c3)ccc21 (stereo unspecified) | -2% | 41%[activator] | 8% | -20% | -9% | -29% | -2% | -1% | -5%
CCNC(=O)c1c(NC(=O)C2COc3ccccc3O2)sc2c1CCCC2 (stereo unspecified) | 1% | 13% | 15%[57.1 µM] | -17% | -5% | 4% | 12% | -10% | 0%

Screening data: PubChem BioAssay, National Center for Advancing Translational Sciences (NCATS)

A portion of the library; count on the stated rates, not on these rows.
